Screening data (PubChem)
RNase H inhibition = RNase H inhibition, HIV 1 Gag Pol polyprotein, FRET biochemical assay, screening (AID 372); HIV-1 RT RNase H, FRET RNA/DNA substrate fluorescence; higher % means a stronger effect; inhibition, % at 10 µM, or IC50 in µM where a hit was titrated; hit rate 0.77% among 100,000; in the data active = inhibition above about 50%
An asterisk follows results filed as active.

cpd	SMILES	RNase H inhibition
1	CCN(CC)S(=O)(=O)c1ccc(NC(=O)c2ccccc2)cc1	7%
2	CCC(Oc1cccc(Br)c1)C(=O)NN (centres undefined)	3%
3	COc1ccc2c(c1OC)C(=O)N(c1ccccc1O)C2=O	0%
4	CSc1ccc(/C=C(/C#N)C(=O)Nc2cccc(Br)c2)cc1	43%
5	COc1ccc([N+](=O)[O-])cc1NCc1ccccc1Br	45%
6	COc1ccc(C(=O)NNC(=O)c2ccccc2OC)cc1OC	3%
7	O=[N+]([O-])c1cccc(N/N=C/c2ccccc2[N+](=O)[O-])c1	0%
8	CCOC(=O)C1=C(c2ccccc2)N=c2s/c(=C\c3ccc(N(C)C)o3)c(=O)n2C1c1ccc(OC)c(OC)c1 (centres undefined)	27%
9	CC1CC(=O)C2=C(C1)OC(N)=C(C#N)C2c1ccc(F)c(Br)c1 (centres undefined)	4%
10	CCOC(=O)C1=C(CC)NC2=C(C(=O)CCC2)C1c1ccc(OC)c(OC)c1 (centres undefined)	16%
11	CCN1CCN(CC(O)COc2cc(C)c(Cl)c(C)c2)CC1 (centres undefined)	7%
12	COc1cccc(-c2cc(C(=O)Nc3ccccc3Cl)c3ccccc3n2)c1	13%
13	Oc1c(Cl)cc(Cl)cc1C=Nc1ccc2c(c1)oc1ccccc12	12%
14	O=C(O)C1NCCc2ccccc21 (centres undefined)	9%
15	CCCOc1ccc(/C=N/NC(=O)CC#N)cc1OCC	7%
16	COc1cccc(C2/C(=C(\O)c3ccc(Cl)cc3)C(=O)C(=O)N2CCCn2ccnc2)c1 (centres undefined)	2%
17	CCOc1cc(C2C(C(=O)OC3CCCCC3)=C(C)NC3=C2C(=O)CC(c2ccc(Cl)cc2)C3)ccc1O (centres undefined)	3%
18	COc1ccc(S(=O)(=O)n2cnc3ccccc32)cc1	5%
19	CCOC(=O)C1=C(C)N=c2s/c(=C/c3ccc(Br)s3)c(=O)n2C1c1cccs1 (centres undefined)	1%
20	Cc1cccc(-c2nc3cc(NC(=O)c4cccs4)ccc3o2)c1	20%
21	Nc1cccc(C(=O)Nc2ccccc2C(=O)O)c1	1%
22	CCC(Sc1nnc2c3ccccc3n(C)c2n1)C(=O)Nc1ccc([N+](=O)[O-])cc1 (centres undefined)	16%
23	COc1ccc(CN2CCN(S(=O)(=O)c3ccc(C)cc3)CC2)c(OC)c1	14%
24	COc1ccc(NC(=O)/C(C#N)=C/c2cc(C)n(-c3ccc(N(C)C)cc3)c2C)cc1	9%
25	O=C(Nc1ccc([N+](=O)[O-])cc1)c1ccc2c(c1)C1C=CCC1C(c1ccc(Cl)cc1)N2 (centres undefined)	20%

Down the list, quoted from above:
RNase H inhibition, nos. 19 to 25, in order: 1%, 20%, 1%, 16%, 14%, 9%, 20%

More results
cpd	SMILES	RNase H inhibition
26	COC(=O)C1=C(C)N(C)C(C)=C(C(=O)OC)C1c1ccc(Br)cc1	9%
27	Cc1ccc2oc(-c3cccc(NC(=S)NC(=O)c4ccc(F)cc4)c3)nc2c1	39%
28	COc1ccccc1C(=O)Nc1ccc2oc(-c3ccc(F)cc3)nc2c1	15%
29	CCC(=O)Nc1c(-c2ccc(C)cc2)nc2ccccn12	0%
30	COc1ccc(N(CC(=O)N/N=C(\C)c2ccc(OC)c(OC)c2)S(=O)(=O)c2ccccc2)cc1	9%
31	C=CCOC(=O)C1=C(C)NC(=S)NC1c1ccc(OC)cc1 (centres undefined)	7%
32	Cc1ccc(C2C(C#N)=C(N)OC3=C2C(=O)CC(C)(C)C3)c(C)c1 (centres undefined)	0%
33	COc1ccc(NC(=O)c2ccncc2)cc1Cl	0%
34	O=C(Nc1ccc(Cl)cc1)C1C2C3CCC(C3)C12 (centres undefined)	0%
35	CC(=O)C1=C(C)Nc2sc(C(N)=O)c(N)c2C1c1ccc(Br)cc1 (centres undefined)	17%
36	O=[N+]([O-])c1ccc(N/N=C/c2ccc(OS(=O)(=O)c3ccccc3)cc2)cc1	24%
37	O=C(N/N=C/c1ccccn1)/C(=C/C=C/c1ccccc1)NC(=O)c1ccccc1	13%
38	C/C(=C\c1ccccc1)CN1CCN(c2ccc([N+](=O)[O-])cc2)CC1	8%
39	NC(=S)N/N=C(/c1cccc([N+](=O)[O-])c1)C12CN3CN(CN(C3)C1)C2	0%
40	Cc1c(C)c2c(C)nn(-c3ccccc3)c2[nH]c1=O	3%
41	CCCCCc1nc(N)c(C#N)c(-c2cccc(Br)c2)c1CCCC	14%
42	O=C(Nc1ccc2oc(-c3ccc(F)cc3)nc2c1)c1cc(Br)ccc1Cl	2%
43	CCc1ccc2oc(-c3ccc(NC(=O)c4cc5ccccc5o4)cc3)nc2c1	15%
44	O=C(NC(=S)Nc1ccc(N2CCCCC2)c(Cl)c1)c1cccc(F)c1	5%
45	O=C(Nc1cccnc1)c1cccc([N+](=O)[O-])c1	3%
46	CCC(C)c1ccc(OCCOc2ccc(C=C3C(=O)NC(=S)NC3=O)cc2)cc1 (centres undefined)	4%
47	Cc1ccccc1NC(=O)CCC(=O)N/N=C/c1ccncc1	4%
48	CCOC(=O)c1oc2cccc(O)c2c1C	8%
49	Cc1ccccc1NC(=O)C1CC=CCC1C(=O)O (centres undefined)	4%
50	COc1cccc(OCCOCCOc2ccc(C(=O)c3ccccc3)cc2)c1	23%

Filtered by structure: the compounds so far containing an aryl thioether with sulfur outside any ring
cpd	SMILES	RNase H inhibition
4	CSc1ccc(/C=C(/C#N)C(=O)Nc2cccc(Br)c2)cc1	43%
22	CCC(Sc1nnc2c3ccccc3n(C)c2n1)C(=O)Nc1ccc([N+](=O)[O-])cc1 (centres undefined)	16%

The results go on.
cpd	SMILES	RNase H inhibition
51	CCc1cc2c(=O)c(-c3nc4ccccc4[nH]3)coc2c(CN2CCOCC2)c1O	0%
52	CN1C(=O)C(=Cc2ccc(C(C)(C)C)cc2)C(=O)N(C)C1=O	24%
53	Cc1cccc(CC2S/C(=N/N=C/c3ccco3)N(c3ccccc3)C2=O)c1 (centres undefined)	7%
54	CCOC(=O)c1ccc2[nH]cc(C(=O)OCC)c(=O)c2c1	2%
55	CCOC(=O)C1=C(C)N=c2s/c(=C/c3ccc(-c4ccc(Cl)cc4[N+](=O)[O-])o3)c(=O)n2C1c1ccccc1OC (centres undefined)	11%
56	O=[N+]([O-])c1ccc(N2CCOCC2)cc1NC1CC1	0%
57	COc1ccc(C/C(O)=C(\C#N)c2nc3ccccc3[nH]2)cc1OC	2%
58	COc1ccc(NC(=O)N2CCN(c3ccc(F)cc3)CC2)cc1	0%
59	O=C(NC(=S)Nc1cccc(O)c1)c1ccccc1	18%
60	CCOC(=O)c1ccc(-n2c(C)cc(/C=C(\C#N)C(=O)Nc3ccc(C)c(Cl)c3)c2C)cc1	20%
61	CC(=O)Nc1ccccc1NC(=O)COc1ccc2ccccc2c1	15%
62	Cc1ccsc1C1CC(=O)NC(SCc2ccccc2)=C1C#N (centres undefined)	8%
63	Cc1ccc(N2NC(=O)/C(=C/c3ccc(Cl)c([N+](=O)[O-])c3)C2=O)cc1C	33%
64	O=C(NC(=S)Nc1cc(Cl)ccc1Cl)c1ccccc1Cl	15%
65	COc1ccc(/C=C(/NC(=O)c2ccco2)C(=O)Nc2ccccc2OC)cc1	5%
66	O=C(CN1CCCC1)N1CCN(C(=O)c2ccccc2)C1	1%
67	Cc1ccccc1N=Cc1ccccc1[N+](=O)[O-]	12%
68	Cc1cc(OCc2nc(-c3ccncc3)no2)ccc1Br	20%
69	Cc1ccc(NC(=O)c2ccc(F)cc2)c([N+](=O)[O-])c1	11%
70	Cc1cc(=O)n2c([nH]c3ccccc32)c1C(=O)O	8%
71	COc1ccc(-c2nc3cc(C)ccc3o2)cc1N	1%
72	COc1ccc(CCNC(=O)C(=O)Nc2cc(C)ccc2C)cc1	0%
73	O=[N+]([O-])c1ccc(N/N=C\c2ccc(N3CCOCC3)o2)nc1	18%
74	COC(=O)c1ccccc1NC(=O)c1cc2nc(-c3ccccc3)cc(C)n2n1	20%
75	N#C/C(=C\c1cccc(Br)c1)c1nc(-c2ccc([N+](=O)[O-])cc2)cs1	7%
76	COc1ccc(CNC(=O)COc2ccc(C)cc2)cc1	0%
77	Cc1ccc(CCC(=O)Nc2ncc(Cc3ccc(Cl)cc3Cl)s2)o1	12%
78	Cc1ccc(CNC(=O)C(=O)NC(C)C)cc1	8%
79	Cc1cccc(N2C(=O)/C(=C/c3cccn3-c3ccc(Br)cc3)C(=O)NC2=S)c1	42%
80	COC(=O)C1=C(C(=O)OC)SC(=C2C(=S)C(C)(C)N(C(=O)CN3C(=O)CCC3=O)c3ccc(OC)cc32)S1	6%
81	O=C(NCC1CCCO1)C(=O)Nc1ccc(Cl)c(C(F)(F)F)c1 (centres undefined)	8%
82	CCOC(=O)c1c(NC(=O)c2cccs2)sc2c1CCCCC2	40%
83	COc1ccc(C(=O)NC(C)C2COc3ccccc3O2)c(OC)c1 (centres undefined)	2%
84	Cc1ccc(OCCOc2ccc(/C=C3\SC(=S)N(C)C3=O)cc2)c(C)c1	18%
85	O=C(O)C1CCCCN1C(=O)c1ccccc1 (centres undefined)	0%
86	O=C(Nc1ccc(F)cc1F)c1ccc([N+](=O)[O-])o1	9%
87	COc1ccc(CN(C)CCN(C)C)c(OC)c1C	4%
88	Cc1[nH]c2ccccc2c1/C=C/c1nc2ccccc2c(=O)n1-c1ccccc1[N+](=O)[O-]	27%
89	CCOc1cc(C(=O)NC2CCSC2=O)cc(OCC)c1OCC (centres undefined)	1%
90	NC1=NC(=O)/C(=C\c2cc([N+](=O)[O-])ccc2O)S1	10%
91	COc1ccc([N+](=O)[O-])cc1/C=C1/SC(=O)NC1=O	11%
92	COC(=O)C1=C(C)N(c2ccc(F)cc2)C(=O)/C1=C\c1ccccc1O	2%
93	Cc1ccc(S(=O)(=O)Nc2ccc(S(=O)(=O)N3CCCCC3)cc2)cc1[N+](=O)[O-]	4%
94	COc1cc(NC(=O)c2cccc(Cl)c2)ccc1NC(=O)c1ccco1	0%
95	CCOc1ccccc1N(CC(=O)Nc1ccc(OC)c(OC)c1)S(=O)(=O)c1ccccc1	8%
96	COc1cc(/C=N/n2cnnc2)ccc1OS(=O)(=O)c1ccccc1[N+](=O)[O-]	5%
97	Cc1oc(/N=C/c2ccc(Cl)cc2Cl)c(C#N)c1C	15%
98	CCn1c2ccccc2c2nnc(N/N=C/c3ccc(O)cc3O)nc21	13%
99	COc1ccccc1/C=C1\SC(=S)N(CCC(=O)NNC(=O)c2ccccc2O)C1=O	12%
100	CCc1c(C)sc(NC(=O)COc2ccc(Cl)cc2)c1C(N)=O	18%

Next section:
cpd	SMILES	RNase H inhibition
101	Cc1ccc(S(=O)(=O)Nc2ccccc2N=Cc2ccc[nH]2)cc1	21%
102	CSc1ccc(N=CC2=C(O)CC(C)(C)CC2=O)cc1	0%
103	CCc1ccc(-n2c(C)cc(/C=C(\C#N)C(=O)Nc3ccc(OC)cc3)c2C)cc1	9%
104	Cc1c(Br)c([N+](=O)[O-])nn1CC(=O)NCc1cccs1	7%
105	Cc1ccc2nc(-c3ccc(C)c(N=Cc4cc(Br)cc(Br)c4O)c3)oc2c1	0%
106	COc1ccc(/C=C2\C(=O)N(c3cccc(C(=O)O)c3)N=C2C)cc1Br	11%
107	COc1ccc(OCCOc2c(Br)cc(/C=C3\SC(=S)NC3=O)cc2OC)cc1	21%
108	Cc1ccc(S(=O)(=O)N(c2ccc(Br)cc2F)S(=O)(=O)c2ccc(C)cc2)cc1	16%
109	CCOc1ccccc1NC(=O)c1c(NC(=O)Cc2ccc(OC)cc2)sc2c1CCC2	23%
110	O=C(/C=C/c1ccc(Cl)cc1)NC(=S)Nc1cc([N+](=O)[O-])ccc1Cl	40%
111	CN1C(=O)/C(=C\c2cn(Cc3ccc(F)cc3)c3ccccc23)SC1=S	16%
112	Cc1ccc(CC2SC(=Nc3ccc(Br)cc3)NC2=O)cc1 (centres undefined)	0%
113	COc1ccc(N2C(=O)/C(=C\c3ccc(O)c(O)c3)SC2=S)cc1	77%*
114	CCc1ccccc1N1C(=O)NC(=O)/C(=C\c2cc(C)n(-c3cccnc3)c2C)C1=O	9%
115	CCOC(=O)C(=O)c1cc(-c2ccccc2)c(-c2ccccc2)s1	3%
116	CN(C)C(=O)/C(=C\c1cccc(Br)c1)NC(=O)c1ccccc1	10%
117	CCc1ccc(OCCCCOc2ccc(C)cc2OC)cc1	12%
118	COc1ccc(C(=O)/C=C/NCc2ccccc2)cc1OC	7%
119	COc1ccc(C(=O)Nc2ccccc2C(F)(F)F)cc1OC	2%
120	C=CCOC(=O)C1=C(C)NC(=S)NC1c1ccccc1OCC (centres undefined)	0%
121	COc1ccc(Br)cc1/C=N/OC(=O)c1ccccc1	25%
122	CCOC(=O)c1c(N)sc(C(=O)Nc2cccc(Cl)c2)c1C	8%
123	O=C(NCc1ccc(Cl)cc1)C(=O)NC1CCCCC1	5%
124	CCC(CC)C(=O)Nc1ccc(Cl)cc1	12%
125	CN1CCN(CCC(=O)Nc2ccccc2Cl)CC1	18%

4 entries from above in another layout.
#118 COc1ccc(C(=O)/C=C/NCc2ccccc2)cc1OC
  RNase H inhibition: 7%
#112 Cc1ccc(CC2SC(=Nc3ccc(Br)cc3)NC2=O)cc1 (centres undefined)
  RNase H inhibition: 0%
#109 CCOc1ccccc1NC(=O)c1c(NC(=O)Cc2ccc(OC)cc2)sc2c1CCC2
  RNase H inhibition: 23%
#107 COc1ccc(OCCOc2c(Br)cc(/C=C3\SC(=S)NC3=O)cc2OC)cc1
  RNase H inhibition: 21%

Additional results:
cpd	SMILES	RNase H inhibition
126	COc1cc([N+](=O)[O-])cc2c1NC(c1ccc(Br)cc1)C1CC=CC21 (centres undefined)	31%
127	CCOc1cccc(/C=N\NC(=O)c2ccc(Br)cc2)c1O	9%
128	O=C(/C=C/c1ccccc1Cl)c1c(-c2ccccc2)c2cc(Br)ccc2[nH]c1=O	49%
129	C1CCN(CCNC2C3CC4CC(C3)CC2C4)CC1 (centres undefined)	15%
130	Cc1[nH]n(-c2ccc([N+](=O)[O-])cc2)c(=O)c1C=NCCN1CCN(C(=O)c2ccc(Br)cc2)CC1	7%
131	CCC(CC)C(=O)Nc1cccc(C(F)(F)F)c1	15%

Not all compounds are listed (hit frequency here may not be typical).
